# Tb PGK inh: T. brucei PGK inhibition; actives 0.043% (n = 380,000); Potency, µM (doses to about 57.5 µM), inactives show top-dose activity change, negative = inhibition, usual class: inhibitors; P07378; PGK/GAPDH coupled, Kinase-Glo luminescence, 60 min; also: % is scaled to controls: 0 for no effect and ±100 for the full control effect; nearly all actives have a fitted effect of over 60% in size
#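 Recombinant glycosomal PGK reaction used 1,3-bisphosphoglycerate generated in-well by GAPDH (100nM final) in 100mM TEA pH 7.6, 5mM MgCl2, 0.01% Tween-20. After 60 minutes at room temperature, ATP was read by Kinase-Glo Plus luminescence end-point.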
# G9a block: blocks human histone lysine methyltransferase G9a | Q96KQ7 | G9a H3K9 monomethylation, AlphaScreen, 2 h | Potency, µM (series often up to 102 µM), without a hit: top-dose activity, negative = inhibition, actives largely listed as inhibitors | actives 8.8% (n = 350,000); also: % is scaled to controls: 0 for no effect and ±100 for the full control effect; nearly all actives have a fitted effect of over 75% in size
#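 Using a bead-based AlphaScreen, monomethylated H3K9 product from 2 h room-temperature reactions (G9a 20 nM, peptide 500 nM, SAM 20 uM) was detected with 0.5 ug/mL rabbit anti-H3K9me1 antibody.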
# BLM inh: blocks DNA unwinding by human BLM helicase; recombinant BLM DNA unwinding, fluorescence dequenching; Potency, µM (top dose mostly 56.1 µM), for inactives: at the highest dose activity change, negative = inhibition, most hits filed as inhibitors; actives 0.2% (n = 350,000); AID 2528;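 also: plate controls were vehicle for no effect and no enzyme for full effect; nearly all actives have a fitted effect of over 35% in size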
# HP1b chromo inh: blocks HP1-beta chromodomain binding to methylated histone tails | P83916 | AlphaScreen HP1-beta / biotin-H3K9me3 peptide binding | Potency, µM (doses to about 114 µM), for inactives: top-dose activity change, negative = inhibition, most hits filed as inhibitors | actives 0.56% (n = 390,000) | AID 540317; also: nearly all actives have a fitted effect of over 70% in size; inactives centre near 23
#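 AlphaScreen: HP1-beta (50 nM) preformed 30 min with biotin-H3(1-18)K9me3 peptide (50 nM) in PBS pH 7.4, 0.01% Tween-20. Compound added for 30 min at RT, then streptavidin donor/nickel chelate acceptor beads (10 ug/mL) for 30 min.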
# GLS inhibitor: inhibitors of human glutaminase (GLS); AID 624170; GLS enzymatic activity, qHTS titration; actives 0.21% (n = 410,000); Potency, µM (highest dose often 45.5 µM), inactives show at the top dose activity change, negative = inhibition, most hits filed as inhibitors; also: % is scaled to controls: 0 for no effect and ±100 for the full control effect
#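 hKGA; 45 mM KH2PO4 pH 8.2 + 0.02% Tween-20; cpd via pin tool; 1 mM Gln soln; GluOx/HRP/Amplex Red; RT 30 min; fluor. t0 & final.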
# JMJD2A Tudor: JMJD2A Tudor domain (human) inhibition | O75164 | AlphaScreen JMJD2A-Tudor / H3K4me3 peptide binding | Potency, µM (series often up to 114 µM), inactives show at the highest dose activity change, negative = inhibition, actives largely listed as inhibitors | actives 4.4% (n = 390,000) | AID 504339; also: % is scaled to controls: 0 for no effect and ±100 for the full control effect; nearly all actives have a fitted effect of over 50% in size
# Pin1 inhibitor: inhibitors of human Pin1; Pin1 FP peptide displacement, HiFluor488, 10 min; Potency, µM (top dose mostly 115 µM), for the others: at the top dose activity, negative = inhibition, hits mostly inhibitors; actives 0.009% (n = 390,000); active = well fitted inhibition curve with a large enough effect in the polarisation, with a control signal flat, not every such curve was filed as active; inconclusive = small, poorly fitted or top-dose-only effect, or effect the other way, or a change in a side signal; inactive = no such curve, though single readings can be large or run the other way; the % refers to the polarisation; also: % is scaled to controls: 0 for no effect and ±100 for the full control effect
# Pol iota inh: DNA polymerase iota (human) inhibition; Potency, µM (doses to about 115 µM), for inactives: at the highest dose activity, negative = inhibition, usual class: inhibitors; Q9UNA4; Pol iota fluorescent replication assay, 10 min; actives 1% (n = 390,000)
#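 Fluorescent replication assay read twice, at 0 min and 10 min after adding 50 nM (final) substrate. Enzyme (10 nM) and compounds were first incubated 15 min at room temperature; enzyme-free buffer wells were negative controls.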
# BAZ2B inh: blocks human BAZ2B; AlphaScreen BAZ2B-H3K14Ac peptide displacement; Potency, µM (top dose mostly 114 µM), without a hit: at the highest dose activity change, negative = inhibition, usual class: inhibitors; actives 4.4% (n = 360,000); AID 504333; also: % is scaled to controls: 0 for no effect and ±100 for the full control effect; nearly all actives have a fitted effect of over 60% in size
#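 BAZ2B (50 nM) with biotin-H3(5-23)K14Ac peptide (50 nM) in PBS pH 7.4, 0.01% Tween-20, preformed 30 min, then compound 30 min at room temperature; top concentration 110uM. AlphaScreen streptavidin donor/nickel chelate acceptor beads (10 ug/mL final), 20 min dark, signal read.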
# Numbers without * were called inactive; i = inactive; ? = inconclusive; / = no result given; & = joins results of further samples; [ ] = another dose, or the depositor's remark. Unless noted, calls follow the shape of the dose curve; as a rule, active = well fitted curve in the direction sought with a large enough effect; inconclusive = small, poorly fitted or top-dose-only effect, or another doubt; inactive = no such curve, though single readings can be large; an effect the other way counts as inactive or inconclusive. Potency is read from the fitted curve at half-maximal effect.
SMILES,Tb PGK inh,G9a block,BLM inh,HP1b chromo inh,GLS inhibitor,JMJD2A Tudor,Pin1 inhibitor,Pol iota inh,BAZ2B inh
Cc1cccc(CN2C(=O)c3ccccc3Sc3ccc(C(=O)NCCCN4CCOCC4)cc32)c1,-5%&-1%,-16%,-2%&-1%,30%&8%,-13%&-7%,-28%&-32%,?,-7%&6%,?
CCOc1ccc(OC(=O)c2c(-c3ccccc3Cl)noc2C)cc1,1%,29%[59 µM],-10%,91%[activator],-7%,44%[activator],0%,-4%,67%[activator]
O=C(NCCc1csc(-c2cccnc2)n1)c1ccc(Cl)cc1,-2%,8%,0%,17%,-3%,-5%,-3%,-18%,-10%
Cc1cc(C)n(-c2nc3ccccc3nc2N2CCCCCC2)n1,-5%,158%[activator][59 µM],-3%,215%,-6%,133%[activator],3%,-14%,132%[activator]
Cc1ccccc1OCC(=O)Nc1ccc2c(c1)ncn2C,-11%,-10%[0.501 µM],/,?,2%,-9%,1%,32%[activator],7%
CCc1ccc(Oc2coc3cc(O)ccc3c2=O)cc1,i,13%,-5%,23%,-2%,-7%,-2%,26%,9%
CSCCC(NC(=O)c1ccccc1)C(=O)N1CC(C)OC(C)C1 (stereo unspecified),4%,12%[59 µM],/,37%,0%,8%,-3%,-1%,9%
CC(NC(=O)c1ccco1)C12CC3CC(CC(C3)C1)C2 (stereo unspecified),-1%,?,/,41%[activator],-10%,-6%,-4%,24%,10%
CC(C)C[C@H](NC(=O)CCCn1nnc2ccccc2c1=O)C(=O)O,-2%,-23%,0%,29%,11%,-10%,-1%,-10%,-2%
O=C(c1ccc(F)cc1F)N1CCC(c2noc(-c3ccc(S(=O)(=O)N4CCCC4)cc3)n2)CC1,i,9%[59 µM],4%,11%,-7%,-14%,4%,14%,-2%
O=S1(=O)c2ccc(Br)cc2N2CCC[C@@H]2CN1C1CC1,6%,/,/,43%[activator],4%,-11%,?,0%,/
Nc1nc(O)c(Sc2ccccc2[N+](=O)[O-])c(=O)[nH]1,i,40µM*,1%,26%,-11%,-4%,-6%,-5%,-5%
COc1ccc(C)cc1Nc1nc(-c2c(C)[nH]c3ccccc23)cs1,/,?,-3%,-16%,15%,?,16%,?,50µM*
CNC(=O)c1cn(-c2ccc(Cl)cc2)c(=O)c2ccccc12,-6%,11%,2%,-22%,-8%,-11%,-3%,10%,-12%
O=c1cc(-c2c(F)c(F)c(F)c(F)c2F)oc2ccccc12,/,-7%,-4%,34%,0%,-3%,-6%,10%,-1%
COc1ccc(S(=O)(=O)N(C)Cc2cccs2)cc1Br,4%,61%[activator][59 µM],-7%,80%[activator],4%,26%,5%,16%,30%
O=C(NCc1ccccc1)N[C@@H](Cc1ccccc1)C(=O)O,-3%,19%[12.7 µM],2%,21%,-1%,-7%,6%,9%[58.9 µM],-5%
Cc1cccc(-c2nc(CSCC(=O)NCc3cccs3)c(C)o2)c1,-6%,?,-3%,3%,3%,-21%,-5%,14%,-2%
CCn1c(COc2ccc3ccccc3c2C)nnc1SCC(=O)Nc1cccc(C(=O)O)c1,-7%,/,2%,18%,18%,-23%,-1%,1%,-12%
Cc1c(NS(=O)(=O)c2ccc(F)cc2)c(=O)n(-c2ccccc2)n1C,10%,2%[0.501 µM],1%,10%,3%,-11%,-8%,90%[activator],3%
Cc1ccc(C2(C)NC(=O)N(CC(=O)Nc3ccc(N4CCOCC4)cc3N3CCOCC3)C2=O)cc1 (stereo unspecified),i,-6%[0.501 µM],/,20%,23%,-13%,10%,-1%,-27%
O=C(CCl)NC(=O)NC12CC3CC(CC(C3)C1)C2,6%,24%[59 µM],-6%,27%,-4%,7%,-3%,?,1%
CCC(=O)c1c[nH]c(C(=O)NCc2cccc(C(F)(F)F)c2)c1,i,12%[0.501 µM],-2%,36%,-3%,-7%,3%,46%[activator],-2%
CCOC(=O)C1=C(C)NC2(O)c3ccccc3C(=O)C12O (stereo unspecified),-2%,-33%[59 µM],-2%,1%,-1%,?,-7%,2%,?
Cc1cc(C)n(C(=O)Cn2nc(C)c(Cl)c2C)n1,-1%,16%,1%,52%[activator],1%,-9%,-2%,67%[activator],-28%

# Of the compounds above, these contain an aryl methoxy group.
SMILES,Tb PGK inh,G9a block,BLM inh,HP1b chromo inh,GLS inhibitor,JMJD2A Tudor,Pin1 inhibitor,Pol iota inh,BAZ2B inh
COc1ccc(C)cc1Nc1nc(-c2c(C)[nH]c3ccccc23)cs1,/,?,-3%,-16%,15%,?,16%,?,50µM*
COc1ccc(S(=O)(=O)N(C)Cc2cccs2)cc1Br,4%,61%[activator][59 µM],-7%,80%[activator],4%,26%,5%,16%,30%

# (more compounds)
SMILES,Tb PGK inh,G9a block,BLM inh,HP1b chromo inh,GLS inhibitor,JMJD2A Tudor,Pin1 inhibitor,Pol iota inh,BAZ2B inh
CN1C(=O)SC(Nc2ccc(F)cc2)C1=O (stereo unspecified),-9%,?,-4%,62%[activator],17%,0%,7%,-7%,6%
O=C1OC(/C(=C\Nc2ccccc2)[N+](=O)[O-])c2ccccc21 (stereo unspecified),8%,-45%,-2%,16%,16%,-8%,/,?,-27%
COc1cccc(CNc2ccc([N+](=O)[O-])cc2C)c1,-8%,/,-9%,27%,-9%,-29%,2%,70%[activator],-29%
Cc1nc2cc3sc(C)nc3cc2s1,5%,-8%,3%,37%,3%,-6%,2%,-16%,13%
CC1=C/C(=N\S(=O)(=O)c2ccccc2)C(C(C)C)=CC1=O,1%,-45%,-8%,17%,0%,-17%,11%,7%,-38%
Cc1c(NC(=O)c2ccccc2F)c(=O)n(-c2ccccc2)n1C,10%,4%[59 µM],0%,8%,0%,-5%,4%,-12%,0%
FC(F)(F)c1cc(C(F)(F)F)c2ccc(Oc3ccccc3)nc2n1,0%,7%[59 µM],-9%,21%,11%,?,?,7%,1%
CC(C)(C#CC(O)(c1ccccc1)c1ccccc1)N1CCCCC1,i,20%,-1%,6%,-4%,-17%,2%,-12%,-7%
CCc1cc2c(cc3c(=O)n(CCCC(=O)NCc4cccc(Cl)c4)ncn32)s1,i,3%[59 µM],-12%,18%,-4%,-25%,-4%,22%,4%
O=C(CC1NCCNC1=O)OCc1ccccc1 (stereo unspecified),-1%,2%[12.7 µM],1%,22%,5%,-10%,0%,4%,8%
CS(=O)(=O)Nc1nnc(CCc2ccccc2)s1,i,-9%,-9%,37%[activator],2%,-15%,-1%,75%[activator],-4%
O=C(Nc1ccccc1Cl)N1CCN(c2ccc3nnc(-c4ccccc4)n3n2)CC1,6%,50µM*,1%,26%,7%,-15%,?,26%,-30%
O=C(NC(=S)N1CCN(C/C=C/c2ccccc2)CC1)c1cccnc1,2%,/,-2%,10%,0%,-33%,2%,-9%[58.9 µM],-10%
O=C(Cn1nc2ccccc2n1)N/N=C/c1ccc(F)cc1,-4%,27%,-5%,4%,0%,-11%,2%,58%[activator],-3%
O=C(C1=NOC(CNc2ncc(C(F)(F)F)cc2Cl)C1)N1CCOCC1 (stereo unspecified),-4%,-9%[59 µM],-14%,47%[activator],5%,-8%,-1%,-8%,0%
Cc1cc(OCC(=O)OCC(=O)Nc2cc(S(=O)(=O)N3CCOCC3)ccc2Cl)ccc1Cl,i,/,/,19%[57 µM],-5%,-7%,17%,16%,/
CCOc1ccc(S(=O)(=O)c2c[nH]c3ccc(C)cc3c2=O)cc1,-2%,2%,-2%,28%,3%,-6%,4%,-7%,-1%
COc1ccc(NC(=S)NCCSc2ccc(C)cc2)c(OC)c1,3%,/,/,-23%,23%,-35%,2%,8%,/
Cc1cc(Br)ccc1NC(=O)CN(C)C(=O)CN1C(=O)NC(C)(C2CC2)C1=O (stereo unspecified),-4%,22%[59 µM],/,37%,-7%,8%,-6%,-5%,-3%
COc1ccc([N+](=O)[O-])cc1NC(=O)Cn1ccc(C(F)(F)F)n1,12%,-11%[12.7 µM],-8%,7%,4%,-13%,-7%,70%[activator],-10%
CCCCOC(=O)NCN1C(=O)C2C3C=CC(C3)C2C1=O (stereo unspecified),-6%,15%[12.7 µM],1%,22%,2%,-11%,2%,9%,1%
Cc1cc(C)c2c(=O)[nH]c(SCC(=O)N(C)C)nc2n1,i,-4%,1%,16%,7%,-12%,1%,10%,4%
CCN(CC(=O)Nc1ccc(NC(C)=O)cc1)C(=O)c1cccc(-n2cccc2)c1,-1%,50µM*,/,?,38%[activator],-32%,-1%,56µM*,50µM*
Cc1cc(N2CCN(C)CC2)nc2ccc(NC(=O)CCC(=O)NCCC3=CCCCC3)cc12,0%,/,/,20%,19%,-5%,-1%,11%,/
O=C(CSc1nc2c([nH]c3ccccc32)c(=O)n1-c1ccc(Cl)cc1)N1CCc2ccccc21,8%,29%[59 µM],-3%,19%[57 µM],1%,-10%,?,7%,0%
SMILES,Tb PGK inh,G9a block,BLM inh,HP1b chromo inh,GLS inhibitor,JMJD2A Tudor,Pin1 inhibitor,Pol iota inh,BAZ2B inh
COCc1cccc(NC(=O)Cc2cccc3ccccc23)c1,-5%,25%,-5%,12%,-22%,-7%[57.1 µM],1%,-6%,4%
CCN(CC)C(=O)CSc1nc(O)cc(=O)n1-c1ccccc1OC,-8%,-3%,-4%,12%,15%,-16%,1%,-15%,-1%
CCc1c(O)nc(SCC(=O)Nc2ccccc2C)n(-c2ccc(C)cc2)c1=O,-7%,-5%,-3%,39%,-4%,-18%,32%[activator],35%[activator],-15%
C=CCn1c(Cc2ccc(OC)cc2)nnc1SCC(=O)NCCc1ccccc1,-26%,11%,-3%,19%,0%,5%,-3%,-2%,8%
CCCCNC(=S)N(Cc1ccco1)Cc1cc2cc3c(cc2[nH]c1=O)OCCO3,0%,2%[59 µM],-10%,12%,11%,-10%,-4%,-7%,0%
COc1ccc(CN(C(=O)Cn2nnc3ccccc32)C(C(=O)NC(C)(C)C)c2ccco2)cc1 (stereo unspecified),4%,0%,3%,13%,-7%,-8%,-9%,10%,-3%
O=C(c1cccc(S(=O)(=O)N2CCN(c3ccccc3)CC2)c1)N1CC=C(c2ccccc2)CC1,1%,36%,-3%,10%,3%,-18%,4%,-2%,-21%

# Bioassay records from PubChem BioAssay.

# Not all compounds are listed; count on the stated rates, not on these rows.
